Source: PubChem BioAssay
hgDAF12 agonist = H. glycines DAF-12 receptor agonists, primary screen, cell-based, luminescence, HEK293, GAL4 fusion, UAS-luciferase. HEK293 GAL4-hgDAF12 UAS-luciferase reporter, agonist luminescence; normalized to butyrate control. activation, % at 6.8 µM. hit rate 1.8% among 370,000;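 active = activation above a cutoff set at the mean of all screened compounds plus 3 SD, cut at about 10% in these data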;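 note: 0% = DMSO wells and 100% = sodium butyrate wells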
GC-A act = GC-A stimulated cGMP production enhancers – HEK293 GC-A cells, cGMP TR-FRET, EC30 ANP, primary screen; 0% at EC30 ANP, 100% saturating ANP; activation, % at 10 µM; hit rate 0.14% among 370,000; in the data active = activation above about 40%
hcDAF12 agonist = H. contortus DAF-12 nuclear receptor activators, primary screen, cell-based, luminescence, HEK293, lit1-tk-luc reporter; HEK293 hcDAF-12 lit1-tk-luc reporter; 0% DMSO, 100% Δ7-dafachronic acid; activation, % at 6.8 µM; hit rate 1.4% among 370,000;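 active = activation above the mean of all tested compounds plus 3 SD, cut at about 5.5% in these data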;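 note: 100% = response to 3 µM Δ7-dafachronic acid high control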
ssDAF-12 act = S. stercoralis DAF-12 nuclear receptor activators, primary screen, cell-based, luminescence, HEK293, GRIP1 co-expression, lit1-tk-luc; hit rate 1% among 370,000; AID 652126, 2013; activation, % at 6.8 µM; Nuclear hormone receptor DAF-12 (Strongyloides stercoralis); HEK293 ssDAF-12/GRIP1 lit1-tk-luc reporter; % of 3 µM dafachronic acid response;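 active = activation above the mean over all tested compounds plus 3 SD, cut at about 0.9% in these data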;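 note: 0% = DMSO-only wells and 100% = 3 µM delta7-dafachronic acid wells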
sPLA2-III inh = human group III sPLA2 inhibitors, primary screen, biochemical, QFRET, BODIPY PC-A2 liposome substrate. AID 743126, 2013. Group 3 secretory phospholipase A2 (Homo sapiens), Q9NZ20. hit rate 0.56% among 370,000. QFRET BODIPY PC-A2 liposome hydrolysis, fluorescence. inhibition, % at 12.2 µM;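 active = inhibition above mean plus 3 SD of compounds lying within the high and low control bounds, cut at about 19% in these data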;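 note: 0% = median of test compound wells and 100% = no enzyme DMSO wells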
SMARCA2 act = SMARCA2 (BRM) function activators, primary screen, cell-based, luminescence, high throughput; MG213 cells, MMTV-luciferase reporter, dexamethasone, overnight; activation, % at 9.1 µM; hit rate 1% among 370,000; AID 652017, 2013; in the data active = activation above about 7.8%;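 note: 0% = vehicle wells and 100% = reference activator wells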
ADAM10 inh = human ADAM10 inhibitors, primary screen, biochemical, QFRET, HTS; hit rate 0.62% among 370,000; inhibition, % at 7 µM; recombinant ADAM10, EDANS/DABCYL FRET peptide cleavage, 3 h;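 active = inhibition above a per-campaign cutoff equal to the mean of compounds falling between control-based bounds plus 3 SD, cut at about 20% in these data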;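 note: 0% = DMSO wells while the 100% control is not disclosed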
DAX1 inh-1 = DAX1 (NR0B1) inhibitors, primary screen, cell-based, HEK293, Gal4-DAX1, luciferase luminescence; inhibition, % at 6.75 µM; HEK293 Gal4-DAX1 luciferase reporter; AID 504766, 2011; hit rate 0.99% among 340,000;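 active = inhibition above the mean over all tested compounds plus 3 SD, cut at about 4.2% in these data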;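 note: 0% = DAX1-transfected cells with DMSO and 100% = empty-vector control cells with DMSO; inhibition shows as a rise in luminescence from relieved DAX1 repression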
DAX1 inh-2 = DAX1 (NR0B1) inhibitors on StAR promoter, primary screen, cell-based, luminescence, SF-1 (NR5A1), full-length DAX-1. HEK293T StAR-luciferase reporter, SF-1/DAX-1 repression relief. inhibition, % at 6.8 µM. hit rate 1.1% among 370,000. AID 652010, 2013;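 active = inhibition above the mean over all tested compounds plus 3 SD, cut at about 3.6% in these data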;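 note: 0% = DAX-1 cells with DMSO and 100% = cells lacking DAX-1 with DMSO; higher inhibition means more luminescence from relief of DAX-1 repression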
NPR2 activator = human GC-B receptor activators, primary screen, HEK293 GC-B cells, cGMP TR-FRET, EC30 CNP | activation, % at 10 µM | Atrial natriuretic peptide receptor 2 (Homo sapiens), P20594 | hit rate 0.11% among 370,000 | 0% at EC30 CNP, 100% saturating CNP;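 active = activation at 10 µM reaching about 35% in either raw or pattern-adjusted values, limit read from the data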
Target sequence (P20594 whole entry, looked up): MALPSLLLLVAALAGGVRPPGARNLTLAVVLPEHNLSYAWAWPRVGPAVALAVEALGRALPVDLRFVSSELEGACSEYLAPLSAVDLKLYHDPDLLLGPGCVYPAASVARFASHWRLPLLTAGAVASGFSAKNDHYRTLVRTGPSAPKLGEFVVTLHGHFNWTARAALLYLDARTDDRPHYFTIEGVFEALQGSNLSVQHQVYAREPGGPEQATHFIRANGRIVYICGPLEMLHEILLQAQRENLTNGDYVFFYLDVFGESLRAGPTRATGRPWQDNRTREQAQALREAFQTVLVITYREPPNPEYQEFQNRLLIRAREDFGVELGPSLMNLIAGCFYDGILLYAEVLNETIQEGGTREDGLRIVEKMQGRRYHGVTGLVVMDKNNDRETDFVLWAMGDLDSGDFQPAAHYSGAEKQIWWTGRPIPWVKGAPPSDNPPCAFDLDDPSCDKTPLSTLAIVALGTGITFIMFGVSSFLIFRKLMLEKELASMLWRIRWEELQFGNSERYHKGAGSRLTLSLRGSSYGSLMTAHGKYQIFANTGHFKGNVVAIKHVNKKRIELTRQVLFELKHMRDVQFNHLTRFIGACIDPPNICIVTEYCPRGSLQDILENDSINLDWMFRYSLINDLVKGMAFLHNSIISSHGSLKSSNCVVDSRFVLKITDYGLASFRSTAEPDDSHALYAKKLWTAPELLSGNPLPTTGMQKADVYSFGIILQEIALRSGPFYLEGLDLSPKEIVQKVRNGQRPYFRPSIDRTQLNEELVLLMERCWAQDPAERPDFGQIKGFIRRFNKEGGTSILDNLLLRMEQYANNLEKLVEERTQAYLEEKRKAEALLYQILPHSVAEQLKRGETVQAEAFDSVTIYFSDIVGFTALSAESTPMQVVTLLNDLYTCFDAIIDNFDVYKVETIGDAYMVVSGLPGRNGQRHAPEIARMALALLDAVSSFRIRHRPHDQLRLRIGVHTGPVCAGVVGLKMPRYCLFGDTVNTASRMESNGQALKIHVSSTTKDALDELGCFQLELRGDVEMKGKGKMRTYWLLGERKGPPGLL
FXN GAA850 act = FXN promoter activators, primary screen, cell-based, luciferase luminescence, HEK293 lucGAA850; HEK293 lucGAA850 FXN promoter luciferase reporter, 24 h; percent of 10 µM SAHA response; activation, % at 6 µM; hit rate 0.56% among 360,000;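 active = activation above the average of all compounds screened plus 3 SD, cutoff fixed separately per campaign, cut at about 7.5% in these data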;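 note: 0% = DMSO wells and 100% = 10 µM SAHA wells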
* hit, by the source's call; x = not tested or not shown. An unsorted share of the library; overall some 6.6% were active at least once.

[1] Cc1ccc(S(=O)(=O)N2CCN(C(=O)CSc3nncs3)CC2)cc1
[2] Cc1cccc(C)c1NC(=O)N1CCC(C(=O)c2ccc(F)cc2)CC1
[3] CCOC(=O)C1CCCN1C(=O)C1(NC(C)=O)CCCC1 (stereo unspecified)
[4] O=C(COc1ccc([N+](=O)[O-])cc1)N/N=C/c1ccccn1
[5] COC(=O)c1ccc(CSc2nnc3c(Cl)cc(Cl)cn23)o1
[6] CCOC(=O)N1CCN(C(=O)c2cc(-c3ccncc3)nc3ccccc23)CC1
[7] CCCc1cc(=O)oc2cc(C)cc(OCC(=O)Nc3ccc(CN4CCOCC4)cc3)c12
[8] CC(=O)C12OC(C)(C)OC1CC1C3CCC4=CC(=O)C=CC4(C)C3(F)C(O)CC12C (stereo unspecified)

compound no.	1	2	3	4	5	6	7	8
hgDAF12 agonist	-0.3	-1.2	12*	-0.2	0.0	0.2	-1.3	-4.7
GC-A act	0	-1	0	-2	6	-9	-28	-2
hcDAF12 agonist	-1.4	2.1	-0.8	0.2	1.3	-2.4	-2.1	-0.3
ssDAF-12 act	-0.7	-0.7	-0.7	-0.5	-1.6	-1.1	-1.5	-0.8
sPLA2-III inh	0	1	5	0	2	1	-22	-5
SMARCA2 act	-5	-3	-2	-3	-1	-1	1	2
ADAM10 inh	5	-1	-6	6	4	10	-206	-2
DAX1 inh-1	1.6	0.0	2.1	-0.4	-0.6	-2.6	-0.7	0.4
DAX1 inh-2	0.3	0.3	0.2	-0.3	0.6	-7.7	-4.8	0.3
NPR2 activator	4	-9	2	-8	3	-9	-17	-4
FXN GAA850 act	2.3	1.5	1.5	-0.8	-0.6	-4.3	-2.8	3.5

Sorted by SMILES length (descending): 3 of the compounds above.
[6] CCOC(=O)N1CCN(C(=O)c2cc(-c3ccncc3)nc3ccccc23)CC1
[2] Cc1cccc(C)c1NC(=O)N1CCC(C(=O)c2ccc(F)cc2)CC1
[5] COC(=O)c1ccc(CSc2nnc3c(Cl)cc(Cl)cn23)o1

compound no.	6	2	5
hgDAF12 agonist	0.2	-1.2	0.0
GC-A act	-9	-1	6
hcDAF12 agonist	-2.4	2.1	1.3
ssDAF-12 act	-1.1	-0.7	-1.6
sPLA2-III inh	1	1	2
SMARCA2 act	-1	-3	-1
ADAM10 inh	10	-1	4
DAX1 inh-1	-2.6	0.0	-0.6
DAX1 inh-2	-7.7	0.3	0.6
NPR2 activator	-9	-9	3
FXN GAA850 act	-4.3	1.5	-0.6

Further compounds:
[9] COc1ccc(NC(=O)c2cnn(-c3ccccc3)c2C)cc1
[10] O=C(CN1CCOCC1)Nc1ccc(OCc2ccccc2)cc1
[11] O=C(CC1OC(=O)c2ccccc21)Nc1cc(S(=O)(=O)N2CCOCC2)ccc1OCC(F)(F)F (stereo unspecified)
[12] C[C@@H]1CN([C@@H](C)CO)C(=O)CCCn2nncc2CO[C@@H]1CN(C)C(=O)C1CC1
[13] Cc1cccc(C)c1N1C(=O)c2ccccc2NC(=O)C1C(=O)NCCOc1ccccc1 (stereo unspecified)
[14] CO/N=C\CC(=O)Nc1ccc(F)cc1
[15] N#Cc1ccc(C(=O)Nc2cc(-c3ccc(F)cc3)nn2-c2ccccc2)cc1
[16] Fc1ccccc1-c1nc(-c2ccc(-c3nn[nH]n3)cc2)no1

compound no.	9	10	11	12	13	14	15	16
hgDAF12 agonist	10	3.3	-0.8	3.0	3.3	0.5	-0.8	6.0
GC-A act	-3	7	-2	5	1	1	-1	5
hcDAF12 agonist	3.2	-1.0	-0.3	0.1	1.2	-2.0	-1.1	2.4
ssDAF-12 act	0.4	-0.1	-0.7	-0.8	-1.1	-1.7	-1.0	-0.5
sPLA2-III inh	6	1	-4	-3	-1	0	-3	-20
SMARCA2 act	2	0	-1	-4	1	-3	0	6
ADAM10 inh	-3	-4	1	-1	-12	0	-3	0
DAX1 inh-1	-0.9	0.6	-0.2	x	x	-0.8	1.2	4.1
DAX1 inh-2	2.7	-1.7	-0.6	0.6	-0.8	-0.2	-0.5	1.4
NPR2 activator	3	1	-5	3	-6	1	4	-9
FXN GAA850 act	2.4	-0.7	0.4	x	x	0.4	-1.3	2.4

[17] [O-][n+]1onc2c3ccnnc3ccc21
[18] COc1ccccc1OCCNC(=O)c1ccc2c(c1)CCC2
[19] O=C(NNc1c(F)c(F)cc(F)c1F)c1ccc(Cl)nc1
[20] C[C@H](CO)N1C[C@H](C)[C@@H](CN(C)C(=O)Nc2ccnc(N3CCOCC3)c2)OCc2cnnn2CCCC1=O
[21] O=C(c1ccc(F)cc1F)N1CCN(S(=O)(=O)c2ccc3c(c2)OCCO3)CC1
[22] O=C(NCC1CCCO1)c1ccc2c(=O)n(-c3ccc(F)cc3)c(=S)[nH]c2c1 (stereo unspecified)
[23] CCOC(=O)Nc1cccc(NC(=O)c2ccccc2F)c1
[24] CC(=O)c1ccc(NC(=O)c2noc3c2CCC3)cc1

compound no.	17	18	19	20	21	22	23	24
hgDAF12 agonist	-0.5	3.7	-0.1	2.6	-1.7	-0.2	-3.3	5.9
GC-A act	4	0	0	-2	-4	-6	-2	-6
hcDAF12 agonist	-0.5	0.6	2.0	-0.5	-1.5	-0.7	-3.2	3.2
ssDAF-12 act	-1.4	0.6	-0.3	0.2	-1.1	-2.0	-1.5	-1.2
sPLA2-III inh	-5	0	10	0	-7	6	6	1
SMARCA2 act	1	7	-5	-2	-1	-4	-2	-1
ADAM10 inh	-7	-5	4	-9	7	-9	-6	6
DAX1 inh-1	0.4	0.5	1.6	-1.1	0.5	1.0	-0.4	-4.8
DAX1 inh-2	0.2	0.1	-0.1	-0.5	-0.5	0.2	-0.3	2.4
NPR2 activator	-2	-9	-2	6	-1	4	-4	3
FXN GAA850 act	1.4	3.5	-1.1	-1.4	0.4	-1.0	-0.3	-5.1

[25] CCCCn1c2ccc(F)cc2c2nnc(SCCN3CCCCC3)nc21
[26] Cc1ncc([N+](=O)[O-])n1S(=O)(=O)c1ccc2c(c1)OCCO2
[27] Cn1nc(C(C)(C)C)cc1C(=O)N1CCCCC1c1cc(C(=O)Nc2ccc(F)c(Cl)c2)no1 (stereo unspecified)
[28] NC(=O)C1(NC(=O)[C@@H]2CC3(CC(c4cccc(NC(=O)[C@@H]5CCC(=O)N5)c4)=NO3)CN2C(=O)c2ccccc2)CC1 (stereo partly specified)
[29] CCCNS(=O)(=O)c1ccc(CCC(=O)NCCc2ccc(OC)c(OC)c2)cc1
[30] CCCC(C)C(=O)Nc1ncc(S(=O)(=O)c2ccc([N+](=O)[O-])cc2)s1 (stereo unspecified)
[31] CCN(CC)C(=O)Oc1nnc(SC(C)C)n1-c1ccc(Cl)cc1
[32] CCO[C@@H]1OC(C(=O)N2CCN(Cc3ccccc3)CC2)=C[C@H](c2ccccc2)[C@H]1CCCO

compound no.	25	26	27	28	29	30	31	32
hgDAF12 agonist	4.2	-1.7	-4.6	-0.4	-2.7	-3.1	-1.2	-2.8
GC-A act	15	-4	-4	2	-1	-2	-1	1
hcDAF12 agonist	2.2	-0.6	-2.0	-1.3	0.0	-2.0	-1.7	-1.6
ssDAF-12 act	-1.5	-1.4	-1.3	-0.8	-1.7	-1.1	-1.7	-1.4
sPLA2-III inh	11	6	-18	5	-4	-21	3	-2
SMARCA2 act	4	1	-3	2	-1	-4	0	1
ADAM10 inh	7	-17	20*	-14	1	7	1	3
DAX1 inh-1	-1.2	-0.5	x	0.5	-0.5	-0.6	1.5	-1.8
DAX1 inh-2	-0.1	-0.8	-2.9	0.0	-0.4	-5.3	-0.1	-0.9
NPR2 activator	1	-6	1	-1	3	-4	1	0
FXN GAA850 act	1.9	1.3	-2.9	-0.4	2.1	-2.4	-0.5	-0.5

Some values from the results shown:
GC-A act with entry 31 : -1
DAX1 inh-2 with entry 32 : -0.9
GC-A act with entry 26 : -4
sPLA2-III inh with entry 27 : -18
ssDAF-12 act with entry 28 : -0.8
SMARCA2 act with entry 29 : -1

Back to the main list, starting two compounds before the break.
[31] CCN(CC)C(=O)Oc1nnc(SC(C)C)n1-c1ccc(Cl)cc1
[32] CCO[C@@H]1OC(C(=O)N2CCN(Cc3ccccc3)CC2)=C[C@H](c2ccccc2)[C@H]1CCCO
[33] Cc1cccc(C(=O)OCC(=O)NCC(C)C)c1O
[34] CCN1CCN(C(CC(C)C)c2nnnn2CS(=O)(=O)c2ccc(C)cc2)CC1 (stereo unspecified)
[35] CCOC(=O)[C@@H]1[C@H]2COc3ccc(Br)cc3[C@@H]2N2C(=O)N(c3ccccc3)C(=O)[C@]12C
[36] COc1ccc(N2CCN(C(=O)CNC(=O)c3cccc(Br)c3)CC2)cc1
[37] Cc1ccsc1/C=N/NC(=O)C1CC(=O)N(c2ccc(F)cc2)C1 (stereo unspecified)
[38] Cc1ccc(NC(=O)CSc2nnc3n2CCCCC3)cc1
[39] CC(=O)Nc1ccc(S(=O)(=O)Nc2nc3ccccc3nc2-n2ccc(=NC(=O)c3ccc(F)cc3)cc2)cc1
[40] S=C(Nc1ccccc1Cl)N1CCOCC1

compound no.	31	32	33	34	35	36	37	38	39	40
hgDAF12 agonist	-1.2	-2.8	4.1	0.8	-1.5	-0.9	-1.7	-0.3	3.4	1.9
GC-A act	-1	1	4	-2	-4	-2	5	2	8	2
hcDAF12 agonist	-1.7	-1.6	-0.2	0.8	-0.6	0.1	-2.8	-0.2	1.2	0.6
ssDAF-12 act	-1.7	-1.4	-1.4	-1.2	-1.2	-1.3	-1.3	-1.0	-1.6	-1.3
sPLA2-III inh	3	-2	1	-9	-25	-4	6	6	-19	0
SMARCA2 act	0	1	-3	-2	1	-1	-4	-3	-1	0
ADAM10 inh	1	3	7	2	12	3	-8	-1	-16	2
DAX1 inh-1	1.5	-1.8	2.9	1.8	-0.2	-1.4	1.8	-0.9	-0.4	0.9
DAX1 inh-2	-0.1	-0.9	0.8	1.6	-0.2	-0.1	-0.2	-0.3	-0.4	-0.9
NPR2 activator	1	0	-6	4	-11	-3	1	1	1	4
FXN GAA850 act	-0.5	-0.5	2.4	1.3	-0.5	0.4	1.9	1.5	0.9	3.8
